Screens: PubChem, Sanford-Burnham Center for Chemical Genomics
tim10-1 inh – inhibits growth of tim10-1 mutant yeast. S. cerevisiae tim10-1 ts strain growth, BacTiter-Glo, 24 h. 2.2% of 330,000 active. inhibition, % at 20 µM. AID 463190;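 active = inhibition of at least 40%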;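 note: mutant grown at 25 °C; 0% = DMSO wells with yeast and 100% = wells holding no yeast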
697 NFkB inh – inhibitors of the PMA/ionomycin-induced NF-kB reporter in 697 B cells. AID 435022. 697 B-cell NF-kB luciferase reporter, 16 h. inhibition, % at 4 µM. 0.33% of 330,000 active; in the data active = inhibition above about 35%
Mdm2 MdmX PPI – disrupts the human Mdm2-MdmX interaction. SaOS-2 split-luciferase Mdm2/MdmX complementation, luminescence. inhibition, % at 8 µM. 3% of 330,000 active. AID 485346;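 active = inhibition of at least 50% at 8 µM in the primary screen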
Target sequence (O15151 whole entry, looked up): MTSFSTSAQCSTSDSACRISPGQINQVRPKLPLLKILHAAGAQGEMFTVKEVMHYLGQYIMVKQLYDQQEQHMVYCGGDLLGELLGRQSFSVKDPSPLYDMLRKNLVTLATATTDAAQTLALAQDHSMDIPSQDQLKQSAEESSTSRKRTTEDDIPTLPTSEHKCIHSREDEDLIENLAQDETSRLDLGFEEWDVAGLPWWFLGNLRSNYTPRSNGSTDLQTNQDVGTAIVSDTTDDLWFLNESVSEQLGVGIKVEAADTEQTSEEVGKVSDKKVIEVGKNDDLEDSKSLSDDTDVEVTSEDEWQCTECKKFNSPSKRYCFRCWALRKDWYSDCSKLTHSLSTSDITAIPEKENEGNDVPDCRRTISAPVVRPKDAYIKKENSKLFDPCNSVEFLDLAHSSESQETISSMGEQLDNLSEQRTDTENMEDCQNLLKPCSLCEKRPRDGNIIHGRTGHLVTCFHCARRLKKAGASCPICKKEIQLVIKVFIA
Target sequence (Q00987 whole entry, looked up): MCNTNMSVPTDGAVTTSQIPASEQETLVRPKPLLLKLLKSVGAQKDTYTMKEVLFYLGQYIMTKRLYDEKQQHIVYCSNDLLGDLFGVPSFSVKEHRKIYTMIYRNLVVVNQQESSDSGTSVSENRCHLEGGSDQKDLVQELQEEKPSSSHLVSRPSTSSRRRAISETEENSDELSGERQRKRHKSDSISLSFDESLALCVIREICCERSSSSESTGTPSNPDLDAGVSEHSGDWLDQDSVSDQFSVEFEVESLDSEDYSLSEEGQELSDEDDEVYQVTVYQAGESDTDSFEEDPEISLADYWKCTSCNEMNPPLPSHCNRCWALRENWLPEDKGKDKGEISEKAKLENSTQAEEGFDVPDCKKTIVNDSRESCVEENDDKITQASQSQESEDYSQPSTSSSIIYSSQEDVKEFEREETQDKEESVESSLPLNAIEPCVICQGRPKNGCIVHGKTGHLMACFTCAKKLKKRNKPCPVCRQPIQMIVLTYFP
Jurkat NFkB inh – lowers PMA/ionomycin-induced NF-kB signal in Jurkat cells. PMA/ionomycin-induced NF-kB luciferase reporter, luminescence. inhibition, % at 4 µM. AID 435003. 0.53% of 330,000 active; in the data active = inhibition above about 50%
tim23-1 inh – tim23-1 yeast growth inhibition; 1.3% of 330,000 active; AID 463212; inhibition, % at 20 µM; S. cerevisiae tim23-1 growth, BacTiter-Glo luminescence, 24 h;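 active = growth inhibition of the mutant yeast at or above 50%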;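 note: temperature-sensitive mutant grown at 25 °C; plate controls were DMSO-treated mutant yeast for no effect and medium wells lacking yeast for full effect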
CHOP UPR activ – activators of apoptotic arm of unfolded protein response (CHOP); 0.34% of 330,000 active; CHO-CHOP luciferase reporter, UPR activation, luminescence; percent of tunicamycin response over DMSO baseline; activation, % at 10 µM; AID 449763;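 active = at 10 µM dose, activation of 40% or more, normalized to positive control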;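 note: 100% = tunicamycin at 10 µg/mL and 0% = DMSO alone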
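System: CHO-CHOP luciferase reporter cell line | Buffer or medium: F12 medium containing 10% fetal bovine serum | Doses: One dose, 10 µM in 0.5% DMSO | Times: 6 h compound exposure at 37 °C after overnight seeding | Signal: Luciferase luminescence | Read-out: % activation vs tunicamycin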
TIM10 inh – inhibits growth of TIM10 yeast strain; S. cerevisiae TIM10 strain growth, BacTiter-Glo luminescence, 24 h; inhibition, % at 10 µM; 1.4% of 330,000 active; AID 463195;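 active = inhibition of 40% or more at the single tested concentration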;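 note: wild-type TIM10 isogenic control strain grown at permissive 25 °C; 0% = DMSO yeast wells and 100% = minimal medium wells without yeast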
UPR XBP1 act – activators of adaptive arm of unfolded protein response (XBP1); CHO-XBP1 luciferase reporter, IRE1-XBP1 UPR activation, luminescence; percent of tunicamycin response, DMSO as zero; activation, % at 20 µM; 0.33% of 330,000 active; AID 463104;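 active = versus positive control, 20 µM dose yields 30% or more activation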;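 note: 100% = tunicamycin at 10 µg/mL and 0% = DMSO only wells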
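Material: CHO-XBP1 cells stably carrying IRE1-XBP1-driven luciferase reporter / Amount: 1000 cells per well / Compound: 20 µM, 1% DMSO / Times: 6 h treatment, 37 °C / Detection: luciferase luminescence / Measure: % activation of reporter signal versus tunicamycin and DMSO controls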
An asterisk follows results filed as active. Compounds as they come, and some 6.6% of all compounds hit somewhere here.

Each structure is followed by: TIM10 inh | tim23-1 inh | Jurkat NFkB inh | UPR XBP1 act | CHOP UPR activ | Mdm2 MdmX PPI | 697 NFkB inh | tim10-1 inh
1	FC(F)(F)c1ccc(C2[C@H]3CN(Cc4cccnc4)[C@H](c4ccccc4)C34CC2(c2ccccc2)C4)cc1 (stereo partly drawn)
  11 | 21 | 3 | 1 | 2.5 | 40 | 11 | 11
2	COc1ccc(-c2cc(-c3ccccc3)nc(N3CCCC3)n2)cc1OC
  22 | 21 | -13 | 0 | 0.4 | 34 | -4 | 14
3	O=C(CCC(=O)Nc1ccccc1)NNS(=O)(=O)c1ccccc1[N+](=O)[O-]
  -2 | 11 | 6 | 0 | -0.8 | -16 | -3 | -1
4	CCCCCCSc1ccc([C@H]2N[C@@](CC(C)C)(C(=O)OC)[C@H]3C(=O)N(CC)C(=O)[C@@H]23)cc1
  19 | 13 | 17 | -3 | -0.6 | 26 | 5 | 8
5	CC1=C(C(=O)OCC2CCCO2)C(c2coc3ccccc3c2=O)C2=C(CC(C)(C)CC2=O)N1 (stereo not drawn)
  -15 | 3 | 3 | -5 | -1.6 | -1 | 14 | -36
6	CCn1c(=S)sc2c(=O)n(CC(=O)NCCCc3ccccc3)c(C)nc21
  -4 | -6 | 5 | -4 | -1.5 | 17 | 5 | 4
7	COc1ccc(NC(=O)CCCn2c(=O)c3sccc3n(Cc3ccc(C)cc3)c2=O)cc1
  10 | 13 | 10 | -3 | 2.3 | 14 | -19 | 20
8	O=C(c1c(F)cccc1Cl)N1CCN(c2ccccn2)CC1
  6 | 6 | -3 | -1 | 1.0 | -11 | -12 | -12
9	CCOc1c(C)cnc2c1c(=O)n(Cc1c(F)cccc1Cl)c(=O)n2C
  0 | 30 | 5 | -5 | 5.6 | 28 | -19 | 36
10	CN(CC(=O)Nc1ccc(Cl)cc1)C(=O)c1sccc1-c1ccccc1
  5 | 31 | 4 | -3 | -0.9 | 40 | 19 | 6
11	CC1(c2ccc([N+](=O)[O-])cc2)NC(=O)NC1=O (stereo not drawn)
  12 | -1 | -1 | -8 | 1.6 | 17 | 21 | -14
12	CCn1c(=O)c(C(=O)NNC(=O)c2ccccc2)c(O)c2ccccc21
  -16 | 7 | 3 | 0 | 0.9 | 50 | 3 | -19
13	CCOC(=O)/C=C/C(=O)OCc1csc(CC(=O)Nc2ccccc2C)n1
  23 | 37 | -2 | -8 | 2.2 | 6 | 9 | 33
14	O=C(CCCOc1ccccc1)N1CCN(S(=O)(=O)c2ccccc2)CC1
  4 | 21 | -15 | 1 | 3.1 | 15 | 1 | 7
15	O=C(COC(=O)C1=COCCO1)Nc1ccc(Oc2ccccc2)cc1
  -18 | 10 | 2 | 0 | -0.4 | -4 | 8 | 12

Pulled by compound from the entries so far, 2 records:
Each structure is followed by: TIM10 inh | tim23-1 inh | Jurkat NFkB inh | UPR XBP1 act | CHOP UPR activ | Mdm2 MdmX PPI | 697 NFkB inh | tim10-1 inh
10	CN(CC(=O)Nc1ccc(Cl)cc1)C(=O)c1sccc1-c1ccccc1
  5 | 31 | 4 | -3 | -0.9 | 40 | 19 | 6
6	CCn1c(=S)sc2c(=O)n(CC(=O)NCCCc3ccccc3)c(C)nc21
  -4 | -6 | 5 | -4 | -1.5 | 17 | 5 | 4

The listing continues.
Each structure is followed by: TIM10 inh | tim23-1 inh | Jurkat NFkB inh | UPR XBP1 act | CHOP UPR activ | Mdm2 MdmX PPI | 697 NFkB inh | tim10-1 inh
16	Cc1cc(N2CCN(c3ccccn3)CC2)n2nc(C)nc2n1
  8 | 8 | -2 | -1 | -0.4 | 14 | 1 | 12
17	O=C1[C@H]2[C@@H](C(=O)N1c1cccc3ccccc13)C1(C(=O)c3ccccc3C1=O)N1CCC[C@@H]21
  18 | 16 | 7 | 0 | 0.1 | -5 | 2 | 25
18	C=CCOC(=O)C1=C(C)NC(C)=C(C(=O)OCC=C)C1c1ccco1
  0 | 22 | -1 | -1 | 1.9 | -14 | -7 | 20
19	CSc1nnc2c(n1)OC=Nc1ccccc1-2
  -5 | 0 | -23 | -1 | 1.8 | 9 | -2 | 4
20	Cc1ccc2c(CSc3nncs3)cc(=O)oc2c1
  13 | 17 | -2 | 2 | 3.3 | -17 | -4 | 13
21	CCOC(=O)C(=NCC1CCCO1)NNc1ccccc1Cl (stereo not drawn)
  -34 | 12 | -2 | 1 | -2.2 | -29 | 7 | -57
22	Cc1ccc(S(=O)(=O)N2CCC(C(=O)N3CCC[C@H]3C(=O)NCc3ccco3)CC2)cc1
  -1 | 13 | 3 | 2 | -0.7 | -2 | -13 | 12
23	COc1ccccc1CNC(=O)CCn1c(=O)[nH]c2ccsc2c1=O
  -11 | 9 | -2 | -1 | -1.1 | 9 | 20 | 9
24	C=CCOCCN1C(=O)C2C3C=CC(C2C1=O)C1C2C(=O)N(CCOCC=C)C(=O)C2C31 (stereo not drawn)
  -5 | 1 | 3 | 1 | -0.4 | -15 | 21 | 2
25	COc1ccc(NC(=O)NCc2ccc3c(c2)OCO3)cc1OC
  -8 | 3 | 8 | -8 | 2.2 | 2 | 18 | -8

Grouped by structure, those above containing a carbonyl joined to an NH by a bond outside any ring
Each structure is followed by: TIM10 inh | tim23-1 inh | Jurkat NFkB inh | UPR XBP1 act | CHOP UPR activ | Mdm2 MdmX PPI | 697 NFkB inh | tim10-1 inh
3	O=C(CCC(=O)Nc1ccccc1)NNS(=O)(=O)c1ccccc1[N+](=O)[O-]
  -2 | 11 | 6 | 0 | -0.8 | -16 | -3 | -1
6	CCn1c(=S)sc2c(=O)n(CC(=O)NCCCc3ccccc3)c(C)nc21
  -4 | -6 | 5 | -4 | -1.5 | 17 | 5 | 4
7	COc1ccc(NC(=O)CCCn2c(=O)c3sccc3n(Cc3ccc(C)cc3)c2=O)cc1
  10 | 13 | 10 | -3 | 2.3 | 14 | -19 | 20
10	CN(CC(=O)Nc1ccc(Cl)cc1)C(=O)c1sccc1-c1ccccc1
  5 | 31 | 4 | -3 | -0.9 | 40 | 19 | 6
12	CCn1c(=O)c(C(=O)NNC(=O)c2ccccc2)c(O)c2ccccc21
  -16 | 7 | 3 | 0 | 0.9 | 50 | 3 | -19
13	CCOC(=O)/C=C/C(=O)OCc1csc(CC(=O)Nc2ccccc2C)n1
  23 | 37 | -2 | -8 | 2.2 | 6 | 9 | 33
15	O=C(COC(=O)C1=COCCO1)Nc1ccc(Oc2ccccc2)cc1
  -18 | 10 | 2 | 0 | -0.4 | -4 | 8 | 12
22	Cc1ccc(S(=O)(=O)N2CCC(C(=O)N3CCC[C@H]3C(=O)NCc3ccco3)CC2)cc1
  -1 | 13 | 3 | 2 | -0.7 | -2 | -13 | 12
23	COc1ccccc1CNC(=O)CCn1c(=O)[nH]c2ccsc2c1=O
  -11 | 9 | -2 | -1 | -1.1 | 9 | 20 | 9
25	COc1ccc(NC(=O)NCc2ccc3c(c2)OCO3)cc1OC
  -8 | 3 | 8 | -8 | 2.2 | 2 | 18 | -8
